# Screening results as filed in PubChem.
# PLK1 PBD inh = qHTS for Inhibitors of PLK1-PDB (polo-like kinase 1 - polo-box domain): Primary Screen; Serine/threonine-protein kinase PLK1 (Homo sapiens), P53350; Plk1 PBD binding of FITC phosphopeptide, fluorescence polarization; Potency, µM, for the others: max response, negative = inhibition, most hits filed as inhibitors; 360,000 compounds, 2.8% hits; AID 720504, 2013; further: potency means the concentration at half of the fitted maximal effect; series mostly up to about 57 µM; on the % scale 0 is the no-effect control and ±100 the full control effect; nearly all actives have a fitted effect of over 65% in size
# Target sequence (P53350 whole entry, looked up, the tested form may be a part): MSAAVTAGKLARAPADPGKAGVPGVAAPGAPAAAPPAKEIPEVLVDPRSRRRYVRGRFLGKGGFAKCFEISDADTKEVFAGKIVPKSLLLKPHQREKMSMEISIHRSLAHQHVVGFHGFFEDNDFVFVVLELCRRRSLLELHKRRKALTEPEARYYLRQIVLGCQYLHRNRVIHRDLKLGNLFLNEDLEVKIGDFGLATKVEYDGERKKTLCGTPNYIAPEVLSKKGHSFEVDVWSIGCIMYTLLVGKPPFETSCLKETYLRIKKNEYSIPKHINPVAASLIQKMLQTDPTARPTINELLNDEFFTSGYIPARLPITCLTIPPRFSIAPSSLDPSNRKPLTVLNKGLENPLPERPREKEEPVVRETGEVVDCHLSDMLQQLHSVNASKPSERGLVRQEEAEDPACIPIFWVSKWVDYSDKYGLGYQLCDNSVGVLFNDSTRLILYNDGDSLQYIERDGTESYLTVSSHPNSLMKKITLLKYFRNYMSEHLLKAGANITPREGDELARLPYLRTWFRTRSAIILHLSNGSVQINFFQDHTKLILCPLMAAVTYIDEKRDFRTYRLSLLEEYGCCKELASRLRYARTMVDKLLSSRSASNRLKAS
# EPAC1 antag = qHTS for Antagonist of cAMP-regulated guanine nucleotide exchange factor 3 (EPAC1): primary screen; 360,000 compounds, 0.14% hits; EPAC1 GEF assay, Rap1b-BODIPY-GDP exchange fluorescence; Potency, µM (top dose mostly 115 µM), inactives show at the highest dose activity change, negative = inhibition, actives largely listed as inhibitors; Rap guanine nucleotide exchange factor 3 (Homo sapiens), O95398;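 further: potency means the concentration at half of the fitted maximal effect; plate controls were vehicle for no effect and positive control for full effect; nearly all actives have a fitted effect of over 50% in size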
# EPAC1 agonist = qHTS for Agonist of cAMP-regulated guanine nucleotide exchange factor 3 (EPAC1): primary screen; Rap guanine nucleotide exchange factor 3 (Homo sapiens), O95398; EPAC1 agonist qHTS, biochemical assay; response scale: 100% = response to 6.5 mM cAMP; Potency, µM (highest dose often 154 µM), without a hit: at the highest dose activation, usual class: activators; 360,000 compounds, 0.073% hits; further: potency means the concentration at half of the fitted maximal effect; nearly all actives have a fitted effect of over 60% in size
#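 Read-out is the fluorescence drop as BODIPY-GDP leaves Rap1B (480 nm excitation, 540 nm emission), recorded every 5 minutes over 30 minutes. Reactions held 100 nM EPAC1, 250 nM Rap1B–BODIPY-GDP and 50 uM GDP, with 6.5 mM cAMP setting full activation.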
# GLP1R inv ag = qHTS of GLP-1 Receptor Inverse Agonists (Inhibition Mode). Potency, µM (titrated, usually from 38.3 µM), for inactives: at the highest dose activity change, negative = inhibition, usual class: inhibitors. 410,000 compounds, 1.6% hits. AID 624417, 2012. HEK293 GLP-1R CRE-luciferase, luminescence, 24 h; GLP-1R form is constitutively active; further: potency means the concentration at half of the fitted maximal effect; on the % scale 0 is the no-effect control and ±100 the full control effect; nearly all actives have a fitted effect of over 55% in size
# Target sequence (P43220 whole entry, looked up): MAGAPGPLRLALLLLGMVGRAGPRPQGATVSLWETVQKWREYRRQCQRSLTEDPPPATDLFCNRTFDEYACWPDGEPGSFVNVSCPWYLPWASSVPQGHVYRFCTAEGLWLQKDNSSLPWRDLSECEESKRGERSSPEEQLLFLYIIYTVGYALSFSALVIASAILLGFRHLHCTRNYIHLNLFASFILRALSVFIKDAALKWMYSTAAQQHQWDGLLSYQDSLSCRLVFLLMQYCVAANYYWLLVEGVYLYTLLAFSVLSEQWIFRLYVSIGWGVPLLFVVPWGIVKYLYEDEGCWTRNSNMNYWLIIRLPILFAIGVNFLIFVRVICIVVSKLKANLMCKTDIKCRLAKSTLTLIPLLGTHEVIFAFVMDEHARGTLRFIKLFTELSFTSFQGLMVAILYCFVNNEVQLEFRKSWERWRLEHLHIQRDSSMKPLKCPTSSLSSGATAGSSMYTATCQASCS
#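 HEK293 cells stably co-expressing a cAMP-responsive luciferase reporter and constitutively active GLP-1R were seeded, incubated 12 h, then exposed to compounds for 24 h at 37 C. Luminescence was read 12 min after detection reagent; inverse agonists lower signal.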
# GLP1R cytotox = qHTS of GLP-1 Receptor Inverse Agonists: Cytotox Screen. HEK293 cAMP-luciferase reporter cells, luminescence, 24 h. AID 624418, 2012. Potency, µM (series often up to 38.3 µM), for inactives: at the top dose activity change, negative = inhibition, actives largely listed as inhibitors. 410,000 compounds, 0.13% hits;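 further: loss of luciferase light is scored as toxicity; potency means the concentration at half of the fitted maximal effect; on the % scale 0 is the no-effect control and ±100 the full control effect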
#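 MLSMR compounds, 24 hr on cells at 37 deg C/5% CO2; luminescence after luciferase reagent (12 min RT). Inhibition counted as the undesired cytotoxic outcome.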
# PTHR1 agonist = qHTS for PTHR1 Agonists: Primary Screen; AID 743266, 2014; HEK293 GP2 PTHR1 cells, GloSensor cAMP luminescence, 1 h; Potency, µM (doses to about 115 µM), for inactives: at the top dose activation, actives largely listed as activators; 410,000 compounds, 0.075% hits; further: potency means the concentration at half of the fitted maximal effect; nearly all actives have a fitted effect of over 55% in size; some results filed as inactive show a strong effect at the top dose; inactives centre near -15; many of its hits are not listed in these tables
#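 HEK-293-derived GP2 cells expressing PTHR1 and a GloSensor cAMP reporter, 3,000/well, plated overnight, given luciferin plus IBMX (each 0.5 mM as added) for 1 h at 37 °C, then compound for 1 h at 37 °C. Luminescence was read after 15 min at room temperature.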
# PI5P4K alpha inh = qHTS for Inhibitors of phosphatidylinositol 5-phosphate 4-kinase (PI5P4K); PI5P4Kalpha enzyme, ADP-Glo luminescence, 60 min; hits give low values; Phosphatidylinositol 5-phosphate 4-kinase type-2 alpha (Homo sapiens), P48426; 330,000 compounds, 1.2% hits; max response, %; active means max response of -50% or lower; inconclusive means between -30% and -50%; inactive means -30% or higher; further: value at the top dose of about 77 µM; on the % scale 0 is the no-effect control and ±100 the full control effect
#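 Luminescence from ADP-Glo served as readout of PI5P4Kalpha activity in a qHTS format. Reaction: enzyme, substrate, compound, ATP at 5 microM final, 60 min at RT.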
# GLP-1R agonist = qHTS of GLP-1 Receptor Agonists; Glucagon-like peptide 1 receptor (Homo sapiens), P43220; HEK293 GLP-1R CRE-luciferase, luminescence, 4-6 h; cells express a hypersensitive GLP-1R form; Potency, µM (top dose mostly 45.6 µM), for the others: at the top dose activation, actives largely listed as activators; 380,000 compounds, 0.007% hits; further: potency means the concentration at half of the fitted maximal effect; % of control where 0% means no effect
# IL2 activator = qHTS of IL-2 Activators; activation, % (series mostly up to about 46 µM); AID 652025, 2013; 360,000 compounds, 0.065% hits; IL-2 activation reporter assay, cell-based qHTS; stimulated with anti-CD3/CD4/CD28 beads; in transgenic mouse T cells; in the data active means activation above about 50%; inconclusive means mostly about 30% to 49%; further: 0% is about no effect
#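 Unstimulated transgenic mouse T cells, 750 per well, received compound and, after 60 minutes, anti-CD3/anti-CD4 bead plus anti-CD28 stimulation. EGFP and DsRed were quantified after 18 hours.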
# The depositor's hits bear a star; i = inactive; ? = inconclusive; / = not tested or not shown; [ ] = another dose, or the depositor's remark. Unless noted, the call rests on the fitted dose curve; in most records, active means well fitted curve in the direction sought with a large enough effect; inconclusive means small, poorly fitted or top-dose-only effect, or another doubt; inactive means no such curve, though single readings can be large; an effect the other way counts as inactive or inconclusive.
Molecule	EPAC1 agonist	EPAC1 antag	PTHR1 agonist	GLP1R inv ag	GLP-1R agonist	IL2 activator	GLP1R cytotox	PI5P4K alpha inh	PLK1 PBD inh
C/C(CC(=O)N1CCN(C=O)CC1)=N\NC(=O)c1ccc(Cl)cc1	7.8%	-1.3%	i	-7.4%	-0.4%	5.9	17.6%	1.3	?
C[C@H](NC(=O)c1nc[nH]c1C(=O)N1CCN(C(=O)OC(C)(C)C)CC1)C(=O)OCc1ccccc1	-1.1%	1.4%	i	17.1%	-6.0%	2.9	3.6%	3.5	4.3%
Cc1ccc(CCCOC(=O)C[N+]2(C)CCCCC2)cc1	1.9%	-1.6%	-7.9%	-21.5%	-0.4%	-1.9	-1.1%	-8.0	-2.5%
COCCCNS(=O)(=O)c1cc2c3c(c1)C(C)C(=O)N3CCC2 (configuration not stated)	-12.7%	-6.8%	i	19.7%	-7.8%	2.2	4.6%	-1.2	0.3%
CCc1ccc(OCC(=O)Nc2nnc(C3CCCC3)s2)cc1	-6.3%	-5.2%	i	8.3%	-6.0%	-1.7	-1.8%	2.8	5.2%
CC1(C)OC(=O)C(=NNc2ccccc2)C(=O)O1	-2.9%	6.9%	?	3.9%	7.0%	5.9	-0.5%	2.7	-8.3%
C/C(=N\NC(=O)Nc1ccccc1)c1ccc2ccccc2c1	-0.7%	-22.5%	i	15.6%	8.5%	-2.0	1.2%	11.7	5.9%
C[C@H](NC(=O)c1nc[nH]c1C(=O)N[C@@H](Cc1ccccc1)C(=O)OCc1ccccc1)C(=O)OCc1ccccc1	-11.8%	-8.6%	i	?	3.4%	-0.1	0.6%	13.5	8.5%
O=C(NCCN1CCOCC1)c1cc(-c2ccc(Cl)cc2)on1	7.6%	6.0%	i	0.0%	-6.1%	-2.3	0.5%	/	-13.5%
O=c1c(Cl)nc2cc(Cl)ccc2n1CCNc1ncc(C(F)(F)F)cc1Cl	-1.6%	6.8%	i	0.0%	-4.7%	1.7	6.7%	9.5	-0.1%
CC(=O)c1c(C)nc2nonc2c1N	1.5%	11.7%	-6.0%	-4.4%	6.2%	0.3	91.8%[activator]	0.2	0.7%
O=C(CN1C2=NCCN2c2ccccc21)c1ccco1	-12.4%	-18.5%	-19.6%[57.5 µM]	0.2%	-0.2%	-2.5	-0.1%	0.0	-6.7%
COc1ccccc1OCCC(=O)Nc1ccc2c(c1)OCO2	-1.4%	-11.5%	-22.0%	-4.6%	20.4%	1.0	-0.4%	-1.0	-8.5%
C=CCN(Cc1cn(C)nc1-c1cccc(Cl)c1)C1CCS(=O)(=O)C1 (configuration not stated)	-3.3%	2.1%	i	-24.9%	19.6%	-1.6	5.2%	3.6	2.7%
CC(=O)c1c(C)[nH]c(C(=O)OCC(=O)c2ccc(Br)cc2)c1C	6.9%	6.3%	-82.5%[inhibitor]	-24.4%	-2.8%	-0.1	-0.1%	2.9	-7.9%
COc1ccc(NC(=O)CS(=O)CC(=O)Nc2ccc(OC)c(OC)c2)cc1 (configuration not stated)	14.3%	2.8%	i	0.0%	-3.8%	-1.2	0.4%	/	-10.6%
COc1ccc(-n2c(=O)c3ccccc3n(CC(=O)NCc3ccco3)c2=O)cc1	5.9%	-18.5%	?	-7.0%	6.9%	-1.7	3.9%	-22.5	-13.9%
COc1ccc(NC(=S)Nc2ccc(F)cc2)cc1	-9.4%	-9.8%	-73.0%[inhibitor]	8.2%	-4.7%	-3.5	5.7%	1.1	-2.1%
S=C(Nc1ccccc1)Nc1ccc(Cl)cn1	-4.8%	-10.3%	-13.4%	?	15.9%	-1.2	?	-5.3	-15.8%
COc1cc(C2C3C(=O)N(c4ccccc4)C(=O)C3ON2c2ccccc2)cc(OC)c1OC (configuration not stated)	-6.0%	-7.0%	i	6.4%	-24.7%	-0.5	-15.0%	-4.9	-2.5%
O=C(Nc1cccc(-c2ccc3nncn3n2)c1)C(F)(F)F	0.4%	-12.4%	i	15.1%	8.6%	2.9	-3.7%	-1.4	3.4%
O=C(CCCN1Cc2ccccc2C1)c1ccc(F)cc1	-0.4%	10.6%	-2.1%[57.5 µM]	0.0%	24.2%	-1.6	-10.2%	/	-9.5%
Cc1nc(SCC(=O)N(C)C2(C#N)CCCCC2)c2ccccc2n1	3.2%	17.4%	i	?	4.8%	-0.8	-13.5%	2.4	-0.1%
O=C(Nc1ccc(N2CCOCC2)nc1N1CCOCC1)c1cccc(C(F)(F)F)c1	-5.7%	8.1%	i	6.1%	0.5%	-1.1	-5.0%	-3.3	4.8%

# Some of the entries so far, with values under each structure.
# Order of results: EPAC1 agonist | EPAC1 antag | PTHR1 agonist | GLP1R inv ag | GLP-1R agonist | IL2 activator | GLP1R cytotox | PI5P4K alpha inh | PLK1 PBD inh
Cc1nc(SCC(=O)N(C)C2(C#N)CCCCC2)c2ccccc2n1
  3.2% | 17.4% | i | ? | 4.8% | -0.8 | -13.5% | 2.4 | -0.1%
O=C(Nc1ccc(N2CCOCC2)nc1N1CCOCC1)c1cccc(C(F)(F)F)c1
  -5.7% | 8.1% | i | 6.1% | 0.5% | -1.1 | -5.0% | -3.3 | 4.8%

# The list continues:
Molecule	EPAC1 agonist	EPAC1 antag	PTHR1 agonist	GLP1R inv ag	GLP-1R agonist	IL2 activator	GLP1R cytotox	PI5P4K alpha inh	PLK1 PBD inh
CCC(C)NC(=O)CSc1nc2c(sc3ccccc32)c(=O)n1CCc1ccc(OC)c(OC)c1 (configuration not stated)	/	/	-13.2%	-0.5%	-0.2%	/	-2.0%	/	/
CCc1ccc(NC(=O)CN(C)S(=O)(=O)c2ccc3[nH]c(=O)oc3c2)cc1	3.5%	-15.2%	-39.5%[inhibitor]	7.8%	-6.0%	-2.1	23.7%	3.1	-10.0%
O=C(c1ccoc1)N1CCC2(CC1)Oc1ccc(Cl)cc1C(=O)C21CC(c2ccc(Cl)cc2)=NO1 (configuration not stated)	8.1%	2.5%	-4.6%	0.4%	-0.1%	0.0	15.8%	-21.0	-22.5%
COc1cccc(-c2ccc(NC(=O)C3CCCN(Cc4cnn(C)c4)C3)cc2)c1 (configuration not stated)	-0.6%	1.0%	i	?	4.8%	0.2	-2.0%	-0.7	-1.9%
COC(=O)COc1ccc(Oc2nc(SC)nc(N(C)C)n2)nn1	-6.4%	0.6%	i	38.4%[activator]	0.4%	-0.7	-1.8%	0.6	-1.7%
COC(=O)Cc1cc(=O)n2[nH]c(C(F)(F)F)nc2n1	5.1%	19.5%	i	9.5%	-3.4%	-0.2	0.7%	1.9	-5.4%
CCOC(=O)CN1C(=O)S/C(=C/c2ccc(OC)c([N+](=O)[O-])c2)C1=O	-11.5%	-4.5%	-17.3%	-8.8%	12.7%	-1.9	-12.0%	-5.9	-8.3%
O=S(=O)(CCN1CCSCC1)c1ccc(Cl)cc1	-3.8%	0.4%	i	4.4%	2.4%	3.5	-9.5%	-18.8	-1.0%
CCOc1ccc(NC(=O)CSc2ccc(-c3ccco3)nn2)cc1	-26.4%	-4.6%	-19.5%	-15.7%	-5.5%	3.8	-9.2%	0.0	-12.4%
CC(C)(C)NS(=O)(=O)c1ccc(NC(=O)C2CC(=O)N(CCc3ccc(F)cc3)C2)cc1 (configuration not stated)	-4.0%	0.0%	-3.6%	-30.3%	-1.1%	1.8	8.7%	?	-18.0%
Cc1c(NC(=O)c2ccc(-c3ccc([N+](=O)[O-])cc3Cl)o2)c(=O)n(-c2ccccc2)n1C	6.1%	-3.9%	-9.7%	6.1%	15.1%	0.0	2.5%	-3.3	-14.4%
Cc1ccc(NC(=O)COC(=O)c2ccn(C)n2)cc1	9.3%	6.7%	i	24.9%	-2.6%	0.0	34.9%[activator]	/	-6.5%
CN(C)c1ccc(C2Nc3ccccc3C(=O)N2CCCN2CCOCC2)cc1 (configuration not stated)	-15.7%	7.3%	i	3.4%	-3.9%	1.8	-3.3%	0.3	0.0%
CN1C(=O)[C@@](O)(c2cn(C)c3ccccc23)c2cc(F)ccc21	-2.7%	16.7%	-28.9%	?	/	-0.7	-7.8%	-2.0	0.3%
COC(=O)c1c(C(=O)OC)c(-c2cccc(F)c2)n2c1CS(=O)C2 (configuration not stated)	5.5%	-0.2%	i	22.5%	12.1%	0.2	-1.3%	-2.9	-7.5%
O=C(CCCCCNC(=O)N1CCn2c1nc1ccccc12)NCc1ccc(F)cc1	-7.2%	-6.2%	i	-18.8%	-1.9%	-3.8	-2.2%	2.5	-8.5%
COc1ccc(CNC(=O)CS(=O)CC(=O)O)cc1OC (configuration not stated)	-3.8%	2.8%	i	9.2%	0.6%	-3.3	-7.6%	2.8	-18.1%
O=c1c2cc(N3CCOCC3)ccc2[nH]c(=S)n1CCCN1CCCCCC1	2.9%	0.0%	i	-5.5%	4.3%	-1.4	17.5%	-0.7	-7.3%
C#CCOCCOCCOCCNc1nc(N2CCN(C(=O)[C@H]([C@@H](C)CC)n3cc(CCCN=C(N)N)nn3)CC2)nc(N2CCN(C(=O)[C@H](CCCCN)n3cc(CCC(=O)O)nn3)CC2)n1	3.3%	-0.3%	0.4%	22.4%	-0.2%	-0.4	1.7%	4.4	0.9%

# Only part of the results is shown (hit frequency here may not be typical).
